High-throughput results (PubChem)
Dicer processing = blocks human Dicer maturation of pre-miR-21. cat-ELCCA pre-miR-21 Dicer processing, chemiluminescence; hits give high values. Q9UPY3. 47,000 tested, 6% active. AID 1347074. z-score at 25 µM; in the data active = z-score above about 3, passing the limit was not always enough;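 note: plate controls were vehicle for no effect and no enzyme for full effect; higher signal means more uncleaved substrate so more Dicer inhibition; strong numbers were not always called active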
Target sequence (Q9UPY3 whole entry, looked up): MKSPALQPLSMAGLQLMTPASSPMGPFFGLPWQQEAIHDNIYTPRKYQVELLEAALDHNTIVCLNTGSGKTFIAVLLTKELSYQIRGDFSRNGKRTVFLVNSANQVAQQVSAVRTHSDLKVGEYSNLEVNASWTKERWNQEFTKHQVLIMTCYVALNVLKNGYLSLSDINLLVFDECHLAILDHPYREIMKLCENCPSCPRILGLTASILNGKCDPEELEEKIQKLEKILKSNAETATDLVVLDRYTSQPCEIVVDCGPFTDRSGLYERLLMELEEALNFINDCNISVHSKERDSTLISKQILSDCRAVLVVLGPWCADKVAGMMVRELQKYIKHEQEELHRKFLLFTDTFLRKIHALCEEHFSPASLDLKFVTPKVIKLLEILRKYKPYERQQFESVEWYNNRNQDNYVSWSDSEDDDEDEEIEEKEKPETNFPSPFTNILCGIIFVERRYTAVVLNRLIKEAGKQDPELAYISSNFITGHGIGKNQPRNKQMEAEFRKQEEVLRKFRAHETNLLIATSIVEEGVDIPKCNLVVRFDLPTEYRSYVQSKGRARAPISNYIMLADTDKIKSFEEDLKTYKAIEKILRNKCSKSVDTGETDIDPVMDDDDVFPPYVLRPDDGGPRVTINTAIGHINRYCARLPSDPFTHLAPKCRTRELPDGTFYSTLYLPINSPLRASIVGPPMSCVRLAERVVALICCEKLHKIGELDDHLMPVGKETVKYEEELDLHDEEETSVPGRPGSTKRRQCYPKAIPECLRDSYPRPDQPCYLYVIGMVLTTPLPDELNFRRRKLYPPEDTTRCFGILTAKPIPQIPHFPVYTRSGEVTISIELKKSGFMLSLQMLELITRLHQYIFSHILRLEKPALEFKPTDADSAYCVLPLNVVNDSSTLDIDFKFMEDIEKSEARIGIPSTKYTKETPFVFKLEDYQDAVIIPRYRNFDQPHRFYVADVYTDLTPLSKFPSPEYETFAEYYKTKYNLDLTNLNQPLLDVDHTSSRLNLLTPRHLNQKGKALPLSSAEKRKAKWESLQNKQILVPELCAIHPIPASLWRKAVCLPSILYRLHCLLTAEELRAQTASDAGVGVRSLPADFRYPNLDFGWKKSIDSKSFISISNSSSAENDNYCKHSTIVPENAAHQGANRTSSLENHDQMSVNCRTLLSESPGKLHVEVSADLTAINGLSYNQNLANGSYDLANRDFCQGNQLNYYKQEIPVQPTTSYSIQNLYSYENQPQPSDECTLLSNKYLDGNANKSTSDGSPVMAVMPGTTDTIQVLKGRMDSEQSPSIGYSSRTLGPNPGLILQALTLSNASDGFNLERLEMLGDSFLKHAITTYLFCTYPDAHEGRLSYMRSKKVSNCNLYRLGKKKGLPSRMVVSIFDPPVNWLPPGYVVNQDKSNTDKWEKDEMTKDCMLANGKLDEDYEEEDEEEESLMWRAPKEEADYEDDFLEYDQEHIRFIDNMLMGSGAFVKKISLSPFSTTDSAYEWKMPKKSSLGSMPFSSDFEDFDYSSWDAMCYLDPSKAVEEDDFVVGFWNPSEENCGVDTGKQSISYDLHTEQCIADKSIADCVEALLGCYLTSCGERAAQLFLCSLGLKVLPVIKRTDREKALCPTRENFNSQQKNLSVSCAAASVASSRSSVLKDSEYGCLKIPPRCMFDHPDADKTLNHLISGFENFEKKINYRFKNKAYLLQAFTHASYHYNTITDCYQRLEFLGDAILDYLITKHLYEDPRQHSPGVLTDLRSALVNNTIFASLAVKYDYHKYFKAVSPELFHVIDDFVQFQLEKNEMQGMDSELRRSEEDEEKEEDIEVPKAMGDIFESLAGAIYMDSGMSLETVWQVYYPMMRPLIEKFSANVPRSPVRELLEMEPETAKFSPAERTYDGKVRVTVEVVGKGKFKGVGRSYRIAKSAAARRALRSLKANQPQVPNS
* marks the source's active call; other numbers are inactive results. This is a subset (hit frequency here may not be typical).

SMILES	Dicer processing
O=C(OCCNc1ccc([N+](=O)[O-])cn1)c1cc2ccccc2oc1=O	1.75
CC(C)=CC(=O)NCCSCc1ccc(Cl)cc1	-1.9
COc1ccc2c(c1OC)C(=O)OC2CC(=O)O (configuration not stated)	0.11
Cn1ccc(N2C(=O)c3ccccc3C2=O)n1	-0.51
CCCc1nnc2n1Nc1nc3ccccc3nc1S2	0.21
CCC1CCC(=O)C(C2(O)C(=O)Nc3ccccc32)C1 (configuration not stated)	-2.38
C[C@@H]1CN(c2c(F)c(N)c3c(=O)c(C(=O)O)cn(C4CC4)c3c2F)C[C@H](C)N1	0.3
N#CC1=C(SCC(=O)Nc2ccc(Br)cc2)NC(=O)CC1c1ccc2c(c1)OCO2 (configuration not stated)	-0.82
N#Cc1c(Cl)cccc1-n1ccnc1	-0.37
Brc1cccc(C=NCc2ccccc2)c1	-0.74
COc1cc(C2NC(=O)C(C#N)=C(Nc3cccc(C)c3)S2)ccc1O (configuration not stated)	-0.47
N#CC1=C(SCC(N)=O)NC2=C(C(=O)CCC2)C1c1ccccc1Cl (configuration not stated)	-0.81
O=C(NNC(=S)Nc1cccc(C(F)(F)F)c1)c1cccn1-c1ccc(F)cc1	3
CCc1nn2c(-c3ccco3)ccnc2c1-c1ccc(F)cc1	-1.57
Oc1ccccc1C=Nc1ccc(Cl)cn1	0.53
Cc1nnc(NC(=O)c2nn(-c3ccccc3)nc2C)s1	-1.18
NC(=O)c1cccc2c1-c1ccccc1C2=O	1.11
O=S(=O)(Nc1ccccc1Oc1ccccc1)c1ccc(-c2ccno2)s1	0.93
NC(=O)CCSc1n[nH]c(=S)s1	1.67
CSC(N)=Nc1cc(Cl)ccc1Cl	2.25
CCc1nc(/C=C2\C(=O)Nc3ccccc32)c(C)[nH]1	2.3
CN(C(=O)CN1CCOCC1)n1cnc2ccsc2c1=O	0.08
CC1=CCC2C(=O)N(c3cc(C)on3)C(=O)C2C1 (configuration not stated)	-0.01
CCOC(=O)c1n[nH]n(-c2cc(C(F)(F)F)cc(C(F)(F)F)c2)c1=O	-1.32
CNC(=O)NCc1c(F)cccc1Cl	2.14

An excerpt from above in order of molar mass, rising:
SMILES	Dicer processing
Oc1ccccc1C=Nc1ccc(Cl)cn1	0.53
CSC(N)=Nc1cc(Cl)ccc1Cl	2.25
CCC1CCC(=O)C(C2(O)C(=O)Nc3ccccc32)C1 (configuration not stated)	-2.38
CN(C(=O)CN1CCOCC1)n1cnc2ccsc2c1=O	0.08
O=S(=O)(Nc1ccccc1Oc1ccccc1)c1ccc(-c2ccno2)s1	0.93
O=C(NNC(=S)Nc1cccc(C(F)(F)F)c1)c1cccn1-c1ccc(F)cc1	3

Returning to the listing; the 6 compounds before the break are reprinted first.
SMILES	Dicer processing
CSC(N)=Nc1cc(Cl)ccc1Cl	2.25
CCc1nc(/C=C2\C(=O)Nc3ccccc32)c(C)[nH]1	2.3
CN(C(=O)CN1CCOCC1)n1cnc2ccsc2c1=O	0.08
CC1=CCC2C(=O)N(c3cc(C)on3)C(=O)C2C1 (configuration not stated)	-0.01
CCOC(=O)c1n[nH]n(-c2cc(C(F)(F)F)cc(C(F)(F)F)c2)c1=O	-1.32
CNC(=O)NCc1c(F)cccc1Cl	2.14
CC1=C(C(=O)OC2CCCC2)C(c2ccc(F)cc2)C2=C(CC(c3cccs3)CC2=O)N1 (configuration not stated)	0.71
NC(=O)c1cc(Oc2ccc(Br)cc2)nc2ccccc12	1.84
Nc1nc2c(c(=O)[nH]1)C(c1ccc(OCc3ccc(Cl)cc3)cc1)CC(=O)N2 (configuration not stated)	0.12
O=C1c2ccccc2-c2c1cnc1c(-c3ccccc3)cnn21	-0.9
O=C1C2C(c3ccccc3)OC3(C(=O)c4ccccc4C3=O)C2C(=O)N1c1ccc(F)c(Cl)c1 (configuration not stated)	0.71
CCOC(=O)c1ccc2nc(C(F)(F)F)cc(N3CCOCC3)c2c1	-0.97
Cc1cc(=O)oc2n[nH]c(-c3ccccc3)c12	-0.7
Cc1c(C#N)c(Sc2ccccc2NC(=O)c2ccc(Cl)cc2)nc2ccccc12	-1.55
CCOC(=O)CNC(=O)c1ccc(SCC)cc1	0.41
Cc1cc(C)c(NS(=O)(=O)c2cc([N+](=O)[O-])ccc2C)c(C)c1	0.22
CCc1ccc(C2CC(c3ccccc3OC)n3ncnc3N2)cc1 (configuration not stated)	-0.78
Cn1c(=O)c2c(ncn2CC(=O)N2CCN(c3cccc(Cl)c3)CC2)n(C)c1=O	0.83
CC1=NN(c2cc(Cl)cc(Cl)c2)C(=O)CC1	-1.28
O=C(O)c1cc2c(ccc3ccccc32)o1	1.01
Cc1nnc(N2C(=O)C(O)=C(C(=O)c3ccco3)C2c2ccccc2)s1 (configuration not stated)	1.17
NS(=O)(=O)c1cccc(NC(=O)Nc2cccs2)c1	-3.98
C=CCn1c(N)c(C(=O)NCc2cccnc2)sc1=S	-1.07
O=[N+]([O-])c1cnc(Sc2nccc(-c3cccnc3)n2)s1	0.63
NC(=Nc1ccccc1)SCc1ccc([N+](=O)[O-])cc1	-1.44
COc1ccc(C(=O)c2ccccc2O)c(O)c1	6.31
Cc1cn2c(nc1=O)O[C@@H]1C[C@H]2O[C@@H]1CO	0.67
CN(C)c1ccc(N2CC(C(=O)O)CC2=O)cc1 (configuration not stated)	0.64
Ic1ccc2oc3ccc(I)cc3c2c1	1.06
Cc1ccc(C2CC(C(F)(F)F)n3nc(C(=O)N(C)C4CCCCC4)cc3N2)cc1 (configuration not stated)	-0.47
Cc1cc2nc(Nc3ncc4c(n3)CC(c3cccs3)CC4=O)nc(C)c2cc1C (configuration not stated)	0.67
SMILES	Dicer processing
Cc1n[nH]c(=O)nc1NCCCN(C)C	-1.37
O=C(Nc1ccc(Cl)cc1)OC1CN(C(c2ccccc2)c2ccccc2)C1	0.14
CC(C)n1c(SCC(=O)O)nc2ccccc21	2.27
O=C(O)CCCC(=O)Nc1nncs1	0.29
O=C(CSc1nnc2c(n1)[nH]c1ccccc12)Nc1nnc(-c2ccccc2)s1	-0.6
Cc1ccc(C(=O)CSc2nc3cc(C(F)(F)F)ccc3n2C(C)C)cc1	-0.93
CN1CCCN=C1/C=C/c1cccs1	-2.27
O=C(COc1ccc(Cl)cc1)Oc1ccc2c(c1)oc(=O)c1ccccc12	-0.43
NNC(=O)Cc1cccc2ccccc12	1.98
COc1ccc(-n2nc(C#N)c(=O)[nH]c2=O)cc1	-1.17
O=C(Nc1ccccc1)OC(CSc1ccccn1)CSc1ccccn1	1.95
CCN1CCC(O)(C#Cc2ccccc2)CC1	-0.2
Cc1nc(SCc2ccccc2)n[nH]1	0.58
CN1C(=O)C2ON(c3ccc(Cl)cc3)C(c3cccs3)C2C1=O (configuration not stated)	2.62
CN1/C(=C/C=C/c2oc3ccccc3[n+]2C)Oc2ccccc21	-0.86
O=C(O)/C=C/C(=O)N1CCN(c2nccc(C(F)(F)F)n2)CC1	0.2
O=C(Nc1c(C(=O)O)oc2ccccc12)c1ccccc1	-1.76
COc1ccc2[nH]cc(CCNC3CC(=O)N(c4ccc(Br)cc4)C3=O)c2c1 (configuration not stated)	3.49*
N=c1scc(-c2ccc(Br)cc2)n1-c1ccccc1	0.88
O=C(NC(=O)C1CCCCC1)c1ccccc1O	-1.77
CCCCCCC#Cc1cncc(C(=O)O)c1	-0.04
O=C1c2cccc3c([N+](=O)[O-])ccc(c23)C(=O)N1Cc1ccco1	1.65
CCOc1ccc2c(c1)C(C)=CC(C)(C)N2	1.71
Cc1cccc(OCc2nc(-c3ccccc3)no2)c1C	-1.46
OCC1O[C@H](O)C(Cl)C(O)C1O (some centres not stated)	0.96

Molecules shown so far that have an aryl methoxy group:
SMILES	Dicer processing
COc1ccc2c(c1OC)C(=O)OC2CC(=O)O (configuration not stated)	0.11
COc1cc(C2NC(=O)C(C#N)=C(Nc3cccc(C)c3)S2)ccc1O (configuration not stated)	-0.47
CCc1ccc(C2CC(c3ccccc3OC)n3ncnc3N2)cc1 (configuration not stated)	-0.78
COc1ccc(C(=O)c2ccccc2O)c(O)c1	6.31
COc1ccc(-n2nc(C#N)c(=O)[nH]c2=O)cc1	-1.17
COc1ccc2[nH]cc(CCNC3CC(=O)N(c4ccc(Br)cc4)C3=O)c2c1 (configuration not stated)	3.49*

(more compounds)
SMILES	Dicer processing
CC(C)c1ccc(NNC(=O)CCc2ccccc2)cc1	-1.99
COc1cc(C2SCCS2)cc(Br)c1OS(=O)(=O)c1cc(Cl)cc(Cl)c1	-0.68
O=C(c1nn2c(C(F)(F)F)cc(-c3ccccc3)nc2c1Br)N1CCOCC1	-0.52
Cc1nc(N)nc(CSc2ccc(Cl)cc2)n1	-0.67
CC(C)(C)C(=O)Nc1ccncc1C(=O)O	-4.04
O=C1CCCc2c1cc(C(=O)NC1CCSC1=O)c(=O)n2-c1ccccc1 (configuration not stated)	1.18
CC(O)(CNCc1ccc(Cl)cc1)CSc1ccc(Cl)cc1 (configuration not stated)	0.16
CC(C)(C)SC(=S)SCC(=O)c1ccc(Cl)c(Cl)c1	-2.55
COc1cccc(N2C(=O)C3ON(c4ccccc4)C(c4ccco4)C3C2=O)c1 (configuration not stated)	1.03
CC(=O)Nc1cc(N2CCOCC2)c(F)cc1[N+](=O)[O-]	-1.27
CC(C)(C)N/C=C(\C#N)S(=O)(=O)c1ccc(Br)cc1	-0.63
COc1ccccc1-c1nc2ccc(Cl)cc2c(=O)o1	-1.78
Cc1[nH]nc2c1C(c1ccc(-c3ccccc3)cc1)C(C#N)=C(N)O2 (configuration not stated)	-5.1
Cc1cc(C)c(-n2c(SCC(=O)N3CCOCC3)n[nH]c2=O)c(C)c1	-0.77
Cc1ccn2cc(-c3cccc(S(=O)(=O)N4CC(C)OC(C)C4)c3)nc2c1 (configuration not stated)	0.25
CSC(N)=Nc1csc(C(F)(F)F)c1-c1ccccc1	1.57
COc1ccc(C2/C(=C(/O)c3ccc(Br)cc3)C(=O)C(=O)N2CCO)cc1OC (configuration not stated)	-2.09
Cc1cc(Br)ccc1Nc1ncnc(N)n1	0.67
CC1Oc2ccc(C(=O)c3ccccc3C(=O)O)cc2N(C)C1=O (configuration not stated)	-0.7
CCOC(=O)/C(C#N)=C1/C(=O)Nc2ccc(Br)cc21	-4.94
COc1ccc(C(=O)CSc2nnc3n2CCCN3C(=O)Nc2ccccc2)cc1	0.67
Cc1ccc2c(c1)C(=O)C(=O)N2CCCOc1ccc(C(C)(C)C)cc1	0.65
CSCC(CSC)OC(=O)NC(=O)c1c(Cl)cccc1Cl	-0.86
C=C1SC(Nc2cccc(C)c2)=NC1(C)C	-2.02
S=C1NC2(CCCC2)NN1c1ccccc1	0.04
SMILES	Dicer processing
CN(C)C(N)=NCCC[C@H](N)C(=O)O	-3.1
CSc1nnc2c(n1)OC(c1cccc(O)c1Cl)Nc1ccccc1-2 (configuration not stated)	0.97
CCOC(=O)C1=C(C)NC2=C(C(=O)CC(c3ccccc3)C2)C1c1ccncc1 (configuration not stated)	0.78
CC1=C(C(=O)OCCc2ccccc2)C(c2ccsc2)C2=C(CC(C)(C)CC2=O)N1 (configuration not stated)	-0.99
C#C[C@]1(O)CC[C@H]2[C@@H]3CCC4=C(CCC(=O)C4)[C@H]3CC[C@@]21C	0.8
CNC(=S)NNC(=O)CC1Sc2ccccc2NC1=O (configuration not stated)	-0.51
COc1ccc(C2C(C#N)=C(N)Oc3cc(O)ccc32)cc1C (configuration not stated)	-0.6
CSc1nc(C=Nc2ccc(Cl)cc2)c(O)n1Cc1ccccc1Cl	4.71*
NNC(=O)C(Cc1cnc[nH]1)NC(=O)OCc1ccccc1 (configuration not stated)	-0.11
CCOC(=O)C1=C(C)Nc2ncnn2C1c1ccc(O)cc1 (configuration not stated)	0.47
O=c1c2c(-c3ccccc3)ccnc2[nH]n1-c1ccccc1	0.31
COc1ccc(C2Nc3ccccc3-c3cc(C)nn32)cc1OC (configuration not stated)	3
Cc1onc(-c2ccccc2)c1C(=O)NNC(=O)c1ccc(-n2c(C)ccc2C)cc1	3.07*
CC(C)(C)c1ccc(-c2cc(=O)[nH]c(=O)o2)cc1	0.28
O=C1NC(=S)N/C1=C/c1cccs1	4.08*
Brc1ccc(CSc2nccn2-c2cccnc2)cc1	0.47
COc1ccc(C2CN=NC23CSc2ccccc2C3=O)cc1 (configuration not stated)	-1.69
O=C(NCC1COc2ccccc2O1)C1COc2ccccc2O1 (configuration not stated)	-0.42
NNc1nncc2ccccc12	-1.04
OC(CN1CCCCCC1)Cn1c2ccccc2c2ccccc21 (configuration not stated)	-0.68
Cc1cc(C)n(C2=NCCN2)n1	0.19
Cc1nc(N2CCN(Cc3ccccc3)CC2)nc2c1C(=O)CC(/C=C/c1ccccc1)C2 (configuration not stated)	-0.66
COc1ccc(Cc2nc(-c3ccc(C)cc3)no2)cc1	2.6
COC(=O)c1sc2ccccc2c1OS(=O)(=O)c1ccc(C)cc1	-1.89
Cc1c(NC(=O)C2CC(c3cccc(Br)c3)=NO2)c(=O)n(-c2ccccc2)n1C (configuration not stated)	-0.54
SMILES	Dicer processing
CC(C)S(=O)(=O)c1csc(C(=O)OCC(=O)c2ccc(Cl)cc2)c1N	0.05
Cn1c(=O)c2c(nc3n2CCCN3C(C)(C)CO)n(C)c1=O	-0.75
COC(=O)C1CSCC/C1=N\Nc1ccc(Cl)cc1Cl (configuration not stated)	-1.12
CC(C)Sc1ccc(C(F)(F)F)cc1[N+](=O)[O-]	-0.42
CCCOC(=O)C1=C(C)NC2=C(C(=O)CC(c3ccccc3)C2)C1c1ccc(O)c(OCC)c1 (configuration not stated)	-0.95
CC1(C)CC(=O)c2ccc(OCc3ccccc3F)cc2O1	-1.16
CS(=O)(=O)c1ccc(-c2nnn(CC(=O)O)n2)cc1	-0.14
O=C(CSC1=NCCS1)NC1Cc2ccccc2C1	0.6
FC(F)(F)c1cc(Oc2ccccc2)c2cccc(Br)c2n1	-0.99
COc1cccc(NC(=O)N2c3ccccc3Sc3ccccc32)c1	0.05
CCn1ccc(C(=O)Nc2ccc(Cl)cn2)n1	0.76
COC(=O)c1sccc1-c1ccc(/C(C)=N\NC(=S)Nc2ccc(Cl)cc2Cl)o1	2.06
O=C(CC(=O)c1ccc2ccccc2c1O)c1ccco1	2.38
CCOCCOC(=O)C1=C(C)NC2=C(C(=O)CCC2)C1c1cc(Br)c(O)c(OC)c1 (configuration not stated)	0.03
